# DT40 TDP1 CPT: growth inhibition of DT40 Tdp1-/-;hTDP1 cells with camptothecin (screen for TDP1 inhibitors) | actives 12% (n = 420,000) | Potency, µM (series often up to 46.2 µM), inactives show at the highest dose activity change, negative = growth inhibition, usual class: inhibitors | chicken DT40 Tdp1-/-;hTDP1 cells + 20 nM CPT, ATP luminescence, 48 h; also: nearly all actives have a fitted effect of over 55% in size
#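 Chicken DT40 Tdp1-/- cells complemented with human TDP1, 400 cells/well, exposed to compounds plus 20 nM camptothecin for at least 48 h at 37 C; viability read as ATP content by CellTiter-Glo luminescence.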
# TDP1 block: TDP1 (human) enzyme inhibition; Q9NUW8; recombinant TDP1, AlphaScreen DNA substrate cleavage; Potency, µM (highest dose often 130 µM), for inactives: at the top dose activity change, negative = inhibition, actives largely listed as inhibitors; actives 0.28% (n = 350,000); AID 485290; also: nearly all actives have a fitted effect of over 40% in size
# Target sequence (Q9NUW8 whole entry, looked up): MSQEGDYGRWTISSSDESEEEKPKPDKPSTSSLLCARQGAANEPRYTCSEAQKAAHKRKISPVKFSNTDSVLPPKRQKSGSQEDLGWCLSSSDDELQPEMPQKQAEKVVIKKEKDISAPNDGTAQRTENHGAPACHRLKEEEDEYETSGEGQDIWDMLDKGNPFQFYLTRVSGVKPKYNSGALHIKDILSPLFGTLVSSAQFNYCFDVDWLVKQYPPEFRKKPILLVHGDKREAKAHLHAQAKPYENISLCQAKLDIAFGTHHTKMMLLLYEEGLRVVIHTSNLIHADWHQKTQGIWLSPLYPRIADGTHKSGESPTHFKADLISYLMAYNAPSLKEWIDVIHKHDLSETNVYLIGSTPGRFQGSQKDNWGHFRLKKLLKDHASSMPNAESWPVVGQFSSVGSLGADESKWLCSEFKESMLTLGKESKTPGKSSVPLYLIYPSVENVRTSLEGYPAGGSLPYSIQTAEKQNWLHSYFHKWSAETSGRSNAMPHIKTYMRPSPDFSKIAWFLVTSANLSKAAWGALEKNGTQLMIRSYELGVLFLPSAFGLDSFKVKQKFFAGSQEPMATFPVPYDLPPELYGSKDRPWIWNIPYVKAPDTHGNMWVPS
#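 Tdp1 1 nM final; 15 min RT w/ cpd; substrate 15 nM, 5 min; beads 10 ug/ml, 10 min; AlphaScreen read. Neg ctrl: no enzyme.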
# TDP1 cell noCPT: qHTS for Inhibitors of human tyrosyl-DNA phosphodiesterase 1 (TDP1): qHTS in cells in absence of CPT; DT40 Tdp1-/- hTDP1 cells, no CPT, ATP luminescence, 48 h; Potency, µM (highest dose often 46.2 µM), for inactives: at the highest dose activity change, negative = growth inhibition, most hits filed as inhibitors; actives 15% (n = 420,000); AID 686978, 2013; also: nearly all actives have a fitted effect of over 55% in size
#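 Stably hTDP1-transfected Tdp1-null chicken DT40 cells were treated with library compounds minus camptothecin and grown for at least 48 hr at 37 °C, after which cellular ATP was quantified by luminescence.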
# Starred values were filed as active, the others as inactive; ? = inconclusive; nt = not tested or not shown; [ ] = another dose, or the depositor's remark. Calls follow the shape of the dose curve; as a rule, active = well fitted curve in the direction sought with a large enough effect; inconclusive = small, poorly fitted or top-dose-only effect, or another doubt; inactive = no such curve, though single readings can be large; an effect the other way counts as inactive or inconclusive. % is scaled to controls: 0 for no effect and ±100 for the full control effect; potency is read from the fitted curve at half-maximal effect.
# The first 4 records, ahead of the listing:
SMILES,DT40 TDP1 CPT,TDP1 block,TDP1 cell noCPT
CCC1(c2ccccc2)NC(=O)N(CC(=O)NCc2ccccc2OC)C1=O (stereo not drawn),2%,7%,0%
Cc1onc(-c2c(Cl)cccc2Cl)c1C(=O)NN1CCCCCC1,9%,0%,-29%
COc1ccc(Oc2nc3ccccc3n(C)c2=O)cc1,?,1%,?
COc1ccccc1NS(=O)(=O)c1ccc2[nH]c(=O)[nH]c2c1,-7%,4%,-5%

# All compounds of this part (from the top)
SMILES,DT40 TDP1 CPT,TDP1 block,TDP1 cell noCPT
CCC1(c2ccccc2)NC(=O)N(CC(=O)NCc2ccccc2OC)C1=O (stereo not drawn),2%,7%,0%
Cc1onc(-c2c(Cl)cccc2Cl)c1C(=O)NN1CCCCCC1,9%,0%,-29%
COc1ccc(Oc2nc3ccccc3n(C)c2=O)cc1,?,1%,?
COc1ccccc1NS(=O)(=O)c1ccc2[nH]c(=O)[nH]c2c1,-7%,4%,-5%
Cc1ccc(NC(=O)c2ccc(S(=O)(=O)N(C)c3ccccc3)cc2)cc1S(=O)(=O)N1CCOCC1,23µM*,nt,?
Cc1ccc(OCC(=O)N2c3ccccc3CC2C)c([N+](=O)[O-])n1 (stereo not drawn),16µM*,5%,-87%
COc1ccc(NC2CCCN(C(=O)c3cn(C)c4ccccc34)C2)cc1 (stereo not drawn),-16%,7%,4%
O=[N+]([O-])c1ccc(Cl)c(NC(=S)N2CCCC2)c1,-14%,8%,-13%
Cc1nc(N)nc(N)c1-c1ccc([N+](=O)[O-])cc1,?,nt,1.5µM*
COc1ccccc1CN1CCCC(n2cc(C(=O)N3CCCC3)nn2)C1 (stereo not drawn),42%[activator][9.04 µM],nt,?
O=C(Nc1cccc(S(=O)(=O)N2CCCCC2)c1)c1ccc([N+](=O)[O-])o1,6.5µM*,-3%,4.1µM*
Cc1ccc(NC(=O)C(C)Sc2nnc3ccccn23)cc1 (stereo not drawn),-18%,0%,0%
COc1ccc(C(C(=O)NCc2ccccc2)N(C(=O)Cn2nnc3ccccc32)c2ccc(F)cc2)cc1 (stereo not drawn),?,2%,15µM*
Cc1cccc(C(=O)Nc2cccc(C(=O)N/N=C/c3ccccn3)c2)c1,-16%,nt,?
CCCCCn1c(=N)n(CC(O)COc2cccc(C)c2)c2ccccc21 (stereo not drawn),2.9µM*,-1%,2.1µM*
CCOc1cc(C(=O)Nc2cccc(C(C)=O)c2)ccc1OCC(=O)N1CCCCC1,-11%,2%,?
O=C(NCc1cn(-c2ccccc2)nc1-c1ccccc1)c1cccc([N+](=O)[O-])c1,?,5%,?
Cc1ccc(C)c(C(=O)CCC(=O)OCn2nnc3ccccc3c2=O)c1,-24%,1%,15%
CC1(C)C(=O)C2(CCCCC2)C(=O)OC1c1cccc([N+](=O)[O-])c1 (stereo not drawn),-4%,1%,?
OCCCc1nc2n(n1)C(c1ccccc1)C=C(c1ccccc1)N2 (stereo not drawn),-17%,7%,-25%
COc1ccc(S(=O)(=O)N2CCCCCC2)cc1C(=O)N(C)Cc1ccc(C(C)(C)C)cc1,?,2%,?
CCc1ccccc1NC(=O)CN(C)S(=O)(=O)c1ccc2c(c1)c(=O)n(C)c(=O)n2C,-13%,3%,?
CCc1nnc(NC(=O)CSc2nnc3c(C)cc4c(C)ccc(C)c4n23)s1,3.7µM*,1%,4.6µM*
COCCNC(=S)Nc1ccc(S(=O)(=O)Nc2ncccn2)cc1,0%,-4%,0%
CCC(C)NC(=O)CC(c1ccc(OC)cc1)n1cccc1 (stereo not drawn),-10%,2%,-8%
COc1cc(OC)cc(C(=O)NCC(=O)N2CCCCCCC2)c1,-4%,0%,4%
CCCCC(=O)NS(=O)(=O)c1ccc(N=NN2CCOCC2)cc1,-6%,5%,-6%
CCCC(=O)Nc1cc(C)c2c(=O)oc3ccccc3c2n1,?,nt,?
CC(=O)Nc1cccc(Nc2cnccn2)c1,-1%,nt,0%
CC(C)CN(C(=O)CCC(=O)OCC(=O)c1ccc(F)c(F)c1)c1c(N)n(CC(C)C)c(=O)[nH]c1=O,-16%,0%,14%
Cc1ccc(CSc2nnc(SCC(=O)N/N=C/c3c[nH]c4ccccc34)s2)cc1,?,6.3µM*,?
COc1cc(C(=O)NC(C)C2CC3CCC2C3)cc(OC)c1OC (stereo not drawn),?,nt,?
CC1(c2nnc(-c3ccccc3)o2)CC(c2ccc(Cl)cc2)=NO1 (stereo not drawn),-11%,1%,-28%
Cc1ccn2c(Nc3ccc(C(C)C)cc3)c(-c3cccnc3)nc2c1,?,0%,?
COC(=O)C(c1ccccc1)N(Cc1cccc(CN(C(C(=O)OC)c2ccccc2)S(C)(=O)=O)c1)S(C)(=O)=O (stereo not drawn),?,nt,16µM*
CC(=O)Nc1ccc(SC(C)C(=O)NC(N)=O)cc1 (stereo not drawn),1%,2%,-1%
CCOc1ccc(C2NC(=O)NC(c3ccccc3)=C2C(C)=O)cc1OC (stereo not drawn),-5%,4%,3%
CCc1cc2c(cc3c(=O)n(CCCC(=O)NCc4cccc(Cl)c4)ncn32)s1,?,2%,?
CO/N=C\CC(=O)Nc1ccc(Oc2ccccc2)cc1,1.5µM*,2%,1.3µM*
Cc1cccc(-c2noc(CNC(=O)c3ccccc3Br)n2)c1,-17%,-2%,?
O=C(Cc1csc(-c2ccc(F)cc2)n1)Nc1cccc(S(=O)(=O)NC2=NCCC2)c1,-3%,1%,12%
COc1cccc(OCC(=O)NNC(=O)C(=O)N2CCCC2)c1,-3%,2%,2%
C=CCNC(=O)c1ccc2c3n(nc2c1)-c1ccc(Cl)cc1CO3,?,nt,?
CCOC(=O)c1nc2ccccc2c(=O)[nH]1,-9%,-3%,-2%
O/N=C/c1cn(-c2ccccc2)nc1-c1cccnc1,5%,5%,4%
CC(C)CCNC(=O)C1CCC(CNS(=O)(=O)c2ccc(Cl)cc2)CC1 (stereo not drawn),-3%,nt,2%
CCC(Sc1nc2ncccc2[nH]1)C(=O)Nc1ccccc1F (stereo not drawn),-24%,6%,?
CN(CC(=O)Nc1ccc(N2CCOCC2)cc1)C(=O)c1cccc(Cl)c1Cl,-3%,-3%,-16%
O=C(O)CCC(=O)N1CCN(c2nc(-c3ccccc3)c3ccccc3n2)CC1,-16%,nt,-17%
Cc1nc2c(=O)[nH]c3ccccc3c2o1,16%,0%,11%
COc1ccc(CCNC(=O)Cc2ccc(OCc3ccccc3)c(OC)c2[N+](=O)[O-])cc1OCc1ccccc1,23µM*,-2%,8.2µM*
CCOC(=O)C(=O)NCC(c1cccs1)S(=O)(=O)c1ccc(F)cc1 (stereo not drawn),-2%,0%,-6%
O=C(Cc1ccc(Cl)cc1)Nc1ccccc1C(=O)N1CCCC1,-1%,0%,-13%
O=C(CCCc1ccccc1)NC1CC(=O)N(c2ccc(F)cc2)C1 (stereo not drawn),?,0%,?
Cc1ccc(N2CCN(C(=O)c3cc(S(=O)(=O)N4CCCCC4)c[nH]3)CC2)c(C)c1,16µM*,5%,16µM*
O=C(CSCc1ccc(F)cc1)N1CCc2c([nH]c3ccccc23)C1c1ccccc1 (stereo not drawn),21µM*,3%,15µM*
O=C(Nc1ccccc1F)c1c[nH]c(=O)[nH]c1=O,5%,0%,-9%
CCC(=O)Nc1sc2c(c1C(=O)Nc1ccccc1C)CCC(C)C2 (stereo not drawn),?,7%,?
CCC(Sc1ccc(C(=O)O)cc1)C(=O)O (stereo not drawn),-7%,-6%[56.1 µM],1%
CC(C)(C)C(=O)c1cnc(Nc2ccccc2)s1,-12%,-3%,?

# Reprinted at random: two entries already listed
SMILES,DT40 TDP1 CPT,TDP1 block,TDP1 cell noCPT
COc1ccc(CCNC(=O)Cc2ccc(OCc3ccccc3)c(OC)c2[N+](=O)[O-])cc1OCc1ccccc1,23µM*,-2%,8.2µM*
CCOC(=O)C(=O)NCC(c1cccs1)S(=O)(=O)c1ccc(F)cc1 (stereo not drawn),-2%,0%,-6%

# An excerpt of these results, with values under each structure.
# Order of results – DT40 TDP1 CPT | TDP1 block | TDP1 cell noCPT
COc1cc(OC)cc(C(=O)NCC(=O)N2CCCCCCC2)c1
    -4% | 0% | 4%
CCCCC(=O)NS(=O)(=O)c1ccc(N=NN2CCOCC2)cc1
    -6% | 5% | -6%
CCCC(=O)Nc1cc(C)c2c(=O)oc3ccccc3c2n1
    ? | nt | ?

# More structures follow.
SMILES,DT40 TDP1 CPT,TDP1 block,TDP1 cell noCPT
Cn1ccc2c(-c3cncc4ccccc34)cc3c(c21)C1CCC3C1 (stereo not drawn),?,nt,18µM*
O=C(NNC(=S)NC(=O)c1ccccc1[N+](=O)[O-])c1ccccc1,?,11%,?
Cn1ccnc1Sc1cc(NCCCO)c([N+](=O)[O-])c2nonc12,3.3µM*,8%,5.2µM*
Cc1ccc(NC(=O)CSc2nnc(Cc3ccccc3)c(=O)[nH]2)c(C)c1,-23%,6%[0.505 µM],?
CCn1nnc2cc(C(=O)Nc3cccc(C(F)(F)F)c3)ccc21,-3%,0%,-20%
Cc1c2cnn(CC(=O)NCCN3CCOCC3)c(=O)c2c(C)n1Cc1ccccc1F,-2%,nt,6%
Cc1ccccc1N=C1NC(=O)/C(=C/c2cccnc2)S1,-14%,8%,?
COc1ccc(OC)c(C(=O)c2ccc(C(=O)Nc3cccc4ccccc34)cc2)c1,-28%,6%,?
CCOC(=O)c1nnn2c1nc(SCC(C)=O)c1ccccc12,1%,0%,?
COc1ccccc1-n1cnnc1SC(C)C(=O)Nc1cccc([N+](=O)[O-])c1 (stereo not drawn),?,3%,?
CN1CCC(=C2c3ccccc3CCc3cccnc32)CC1,15%,nt,9%
Cc1sc2nc(SC3CCOC3=O)n(Cc3ccccc3)c(=O)c2c1C (stereo not drawn),8%,0%,6%
CCC(CC)C(=O)NCCc1ccc(S(N)(=O)=O)cc1,-10%,5%,15%
CCCCc1nnc(NC(=O)c2nc3nccc(C)n3n2)s1,3%,3%,-19%
Cc1nnc(NC(=O)CSc2nnc(CNC(=O)c3ccccc3)n2-c2ccccc2)s1,-7%,6%,-7%
O=C(NC(C(=O)N/N=C/c1ccccn1)c1n[nH]c(=O)c2ccccc12)c1ccccc1 (stereo not drawn),-1%,5%,3%
c1ccc(C2CNCc3c2ccc2ccccc32)cc1 (stereo not drawn),15µM*,8%,16µM*
CNC(=O)c1cc(C(=O)c2ccc(C(F)(F)F)cc2F)c[nH]1,-6%,0%,-2%
COc1ccc(NC(=O)N(C)C[C@H]2Oc3ccc(NC(=O)Cc4ccccc4)cc3CC(=O)N([C@H](C)CO)C[C@H]2C)cc1,-12%,1%,-10%
Cc1ccc(CSCc2ccc(C(=O)NCCC(C)C)o2)cc1,-24%,nt,?

# 3 entries already listed, arranged by length of the SMILES, low to high:
SMILES,DT40 TDP1 CPT,TDP1 block,TDP1 cell noCPT
Cc1onc(-c2c(Cl)cccc2Cl)c1C(=O)NN1CCCCCC1,9%,0%,-29%
COc1ccccc1CN1CCCC(n2cc(C(=O)N3CCCC3)nn2)C1 (stereo not drawn),42%[activator][9.04 µM],nt,?
CC1(c2nnc(-c3ccccc3)o2)CC(c2ccc(Cl)cc2)=NO1 (stereo not drawn),-11%,1%,-28%

# The results go on.
SMILES,DT40 TDP1 CPT,TDP1 block,TDP1 cell noCPT
Cc1[nH]c(N=Nc2ccccc2)nc1N=Nc1ccccc1,5.8µM*,12%,5.8µM*
CCOc1ccc(N2C(=O)CN(c3cccc4ccccc34)C2=S)cc1,2%,-1%,-25%
Cc1cccc(OCC(=O)NC(=S)Nc2ccc(S(=O)(=O)NC3CCCCC3)cc2)c1,?,-2%,?
CCCCN(C(=O)c1cccc(-n2cccc2)c1)c1c(N)n(CCCC)c(=O)[nH]c1=O,-18%,-11%[0.505 µM],-20%
Cc1cc(SCC(=O)N/N=C/c2ccc(O)c(O)c2)nc2ccccc12,?,nt,?
O=c1ccc(-c2ccc(S(=O)(=O)Nc3cccc([N+](=O)[O-])c3)s2)n[nH]1,-7%,0%,18%
CCN(c1ccc(NC(=O)COC(=O)c2ccc(C)s2)cc1)C(C)C,-16%,4%,0%
O=C(c1ccc(-c2ccc([N+](=O)[O-])cc2)o1)N1CCN(S(=O)(=O)c2cccs2)CC1,16µM*,-12%,3.7µM*
Cc1cnc(C(=O)OCC(=O)Nc2ccc(C)c(S(=O)(=O)N(C)C)c2)cn1,-5%,-2%,9%
O=C(N/N=C/c1cccc(O)c1)N/N=C/c1cccc(O)c1,-1%,nt,-14%
CC1(C)CC(=O)C2=C(C1)OC1=C(C(=O)CC(C)(C)C1)C2c1cc([N+](=O)[O-])cc([N+](=O)[O-])c1O,?,5%,?
COc1ccc(NC(=O)C(NC(=O)c2ccc(=O)[nH]c2)c2ccc(C)cc2)cc1 (stereo not drawn),-10%,3%,-2%
CCC(C)OC(=O)n1ccc(C(=O)Nc2nccs2)n1 (stereo not drawn),0%,0%,3%
COC(=O)N1CCC2(CCCN(c3ccccn3)C2)CC1,-10%,nt,-16%
CSCc1cc(C(=O)NCCN2CCOCC2)c(N)s1,-1%,nt,-9%
